GAA glycogen mod = inhibitors or activators of human alpha-glucosidase glycogen cleavage. P10253. recombinant GAA, glycogen substrate, Amplex Red glucose oxidase fluorescence. Potency, µM (titrated, usually from 76.4 µM), for the others: at the top dose activity change, negative = inhibition, usual class: inhibitors. 300,000 compounds, 0.38% hits. AID 2100; active means well fitted inhibition curve with a large enough effect; inconclusive means small, poorly fitted or top-dose-only effect, or another doubt; inactive means no such curve, though single readings can be large or run the other way;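 further: 0% = full enzyme reaction and -100% = no-enzyme basal signal; the screen sought inhibitors and activators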
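qHTS, 1536-well; enzyme 4 nM final; cpd up to 77 uM; substrate bovine liver glycogen 30 ug; 50 mM citrate/phosphate pH 5.0, 0.01% Tween-20; 37 C, 40 min; Amplex Red detection 45 min RT; Hill fit → AC50.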
* hit, by the source's call; ? = inconclusive; & = joins results of further samples; [ ] = another dose, or the depositor's remark. Potency means the concentration at half of the fitted maximal effect.

SMILES | GAA glycogen mod
COc1ccc(-n2c(SCC(=O)Nc3cc(C)cc(C)c3)nc3c(oc4ccccc43)c2=O)cc1 | 13%[76.3 µM]
COc1cccc(-c2cc(C(=O)Nc3cc(Cl)ccc3O)on2)c1 | -9%[76.3 µM]
Cc1ccc(C)c(Cn2c(=O)n(Cc3ccc4c(c3)OCO4)c(=O)c3oc4ccccc4c32)c1 | 10%[76.3 µM]
COc1ccc2c(c1OC)C(=O)N(c1ccc(F)cc1)C2 | 3%
CC(C)C[C@H](NC(=O)N1c2ccccc2NC(=O)[C@@H]1C(C)C)C(=O)N1CCC[C@@H]1C(=O)O | 22%[76.3 µM]
O=C1NC(c2cccc(Cl)c2)Oc2ccccc21 (stereo not drawn) | 11%[76.3 µM]
COc1cc(OC)cc(-c2nnc(SCC(=O)N3CCC(C)CC3)o2)c1 | -10%[76.3 µM]
CC(C)c1nc(CNC(=O)CC2C(=O)NCCN2Cc2ccc(F)cc2Cl)cs1 (stereo not drawn) | -1%[76.3 µM]
CCn1c(SCC(=O)N2CCCCC2C)nc2c1c(=O)n(C)c(=O)n2C (stereo not drawn) | 11%
COc1cccc(CN2CC(C(=O)NCCCc3ccncc3)CCC2=O)c1 (stereo not drawn) | -9%[76.3 µM]
Cc1cc(C)cc(Oc2nc3c(C)cccn3c(=O)c2/C=C(\C#N)c2nc3ccccc3s2)c1 | 0%[76.3 µM]
CC1CCCN(Cc2c(O)ccc3c(=O)c(-c4ccccc4Cl)c(C(F)(F)F)oc23)C1 (stereo not drawn) | -2%[76.3 µM]
COc1cc(NC(=O)CCn2c(=O)oc3ccccc32)cc(OC)c1OC | 4%
Cc1ccccc1OCCSc1nnc(-c2cccs2)o1 | -7%[76.3 µM]
O=C(Nc1ccc(F)cc1F)c1noc2c1CCc1ccccc1-2 | 12%[76.3 µM]
CCOC(=O)N1CCN(Cc2nc3cc(NC(=O)CC)ccc3n2C(C)C)CC1 | 1%[76.3 µM]
COc1ccc([C@@H]2[C@@H]3C(=O)N(C(C)(C)C)C(=O)[C@@H]3[C@]3(C)C(=O)N(c4ccc(C)cc4)C(=O)N23)cc1 | 8%[76.3 µM]
NC(=O)[C@@H]1CCCN1C(=O)c1ccc2nc(Cc3cccc(Cl)c3)oc2c1 | -8%[76.3 µM]
Cc1cccnc1NC(=O)c1ccc(Cl)c(S(=O)(=O)N2CCCC2)c1 | 2%[76.3 µM]
CCC(=O)N1CCc2cc(Br)cc(S(=O)(=O)CCC(=O)N3CCN(c4cc(C)ccc4C)CC3)c21 | 7%[76.3 µM]
COc1ccc(OC)c(CCNC(=O)CCn2c(=O)c3cccn3c3ccc(F)cc32)c1 | -8%[76.3 µM]
O=C(NC1CCCC1)C(c1ccccc1)N(Cc1ccc(F)cc1)C(=O)c1csnn1 (stereo not drawn) | 0%
O=[N+]([O-])c1ccc2ncnc(N3CCN(Cc4ccc5c(c4)OCO5)CC3)c2c1 | -12%[76.3 µM]
O=C(c1ccc2oc(CCCc3ccccc3)nc2c1)N1CCCC(CCCO)C1 (stereo not drawn) | -10%[76.3 µM]
COc1ccc(CNc2ncc(-c3ccc(F)cc3)n2C)c2ccccc12 | -1%[76.3 µM]

Six of the compounds above, with the structure last:
GAA glycogen mod	canonical_smiles
-2%[76.3 µM]	CC1CCCN(Cc2c(O)ccc3c(=O)c(-c4ccccc4Cl)c(C(F)(F)F)oc23)C1 (stereo not drawn)
4%	COc1cc(NC(=O)CCn2c(=O)oc3ccccc32)cc(OC)c1OC
-7%[76.3 µM]	Cc1ccccc1OCCSc1nnc(-c2cccs2)o1
12%[76.3 µM]	O=C(Nc1ccc(F)cc1F)c1noc2c1CCc1ccccc1-2
1%[76.3 µM]	CCOC(=O)N1CCN(Cc2nc3cc(NC(=O)CC)ccc3n2C(C)C)CC1
8%[76.3 µM]	COc1ccc([C@@H]2[C@@H]3C(=O)N(C(C)(C)C)C(=O)[C@@H]3[C@]3(C)C(=O)N(c4ccc(C)cc4)C(=O)N23)cc1

Next section:
SMILES | GAA glycogen mod
Cc1ccccc1NC(=O)CCN1C(=O)c2ccccc2Sc2ncccc21 | 1%[76.3 µM]
Cc1nnc2c(NCCC(C)C)nc3ccccc3n12 | -9%
Cc1cc(C)c(S(=O)(=O)c2ccc(Cl)cc2)c(=O)[nH]1 | 0%
COc1ccc(NC(=O)CN2C(=O)COc3ccc(S(=O)(=O)N4CCCCC4)cc32)c(OC)c1 | 3%[76.3 µM]
Cc1nc2ccccc2c(=O)n1/N=C/c1ccc(OC(F)F)cc1 | 1%
CCc1cc(C(=O)Nc2c(C)nn(Cc3ccccc3Cl)c2C)no1 | -9%[76.3 µM]
Cc1cccc(C)c1NC(=O)CN(C)C(=O)c1cccc(S(=O)(=O)N2CCN(c3ccccc3)CC2)c1 | -10%[76.3 µM]
Cc1ccc(C(=O)NNC(=O)C2CC2)cc1Br | -6%[76.3 µM]
COCCNC(=O)C(=O)Nc1cc2c3c(c1)CC(=O)N3CCC2 | -12%[76.3 µM]
CCc1cccc(NC(=O)C(CC)n2nc(C)c3sc4ccccc4c3c2=O)c1 (stereo not drawn) | -2%[76.3 µM]
Cc1ccc(NC(=O)c2ccc(=O)[nH]n2)cc1C | 1%
CC(NC(=S)NC(=O)c1ccccc1Br)c1ccccc1 (stereo not drawn) | -1%[76.3 µM]
C[C@H]1CCC(=O)N([C@H](COc2ccccc2)Cc2ccccc2)CC1 | 2%[76.3 µM]
COc1ccccc1NC(=O)c1ccc2c(c1)CCN2S(C)(=O)=O | -5%[76.3 µM]
Cc1ccc(CCNC(=O)c2sc3nc4n(c(=O)c3c2C)CCCC4)cc1 | -6%[76.3 µM]
COc1cccc(CNC(=O)C2CCN(S(=O)(=O)N3CCC(C)CC3)CC2)c1 | -4%[76.3 µM]
COC(=O)c1ccc(NC(=O)CSc2nc3cc4ccccc4cc3[nH]2)cc1 | -5%[76.3 µM]
Cc1cc(C)cc(NC(=O)Cn2nnc(C(=O)NCCc3ccccc3)c2N)c1 | 0%&20%[76.3 µM]
CCc1ccc(NC(=O)C2CCN(c3ncnc4c3nc3n4CCCCC3)CC2)cc1 | -3%[76.3 µM]
Cc1cc(N2CCN(c3ccc(F)cc3)CC2)n2nc(-c3ccc(Cl)cc3)nc2n1 | 17%[76.3 µM]
Cc1ccc(C(=O)CCC(=O)N(C)CC(=O)Nc2c(Cl)cccc2Cl)cc1 | -3%[76.3 µM]
CCOc1ccc(NC(=O)CCn2c(=O)c3cccn3c3cccnc32)cc1 | 2%[76.3 µM]
CCc1csc(CNC(=O)C2CCC(=O)N(Cc3cccc(F)c3)C2)n1 (stereo not drawn) | 3%[76.3 µM]
CCOc1cc(C(=O)Nc2ccc(-c3nc4cc(Cl)ccc4o3)cc2)cc(OCC)c1OCC | -10%[76.3 µM]
O=C(CSCc1ccc(Cl)cc1)Nc1cccc(C(=O)O)c1 | -1%[76.3 µM]
SMILES | GAA glycogen mod
NC(=O)COC(=O)[C@H](Cc1c[nH]c2ccccc12)NC(=O)c1ccc(F)cc1 | -4%
CCOC(=O)Cc1csc(NS(=O)(=O)c2cc(Cl)ccc2Cl)n1 | 11%[76.3 µM]
COC(=O)CCC(=O)N(C)CC1CCCN(CCc2cccc(C(F)(F)F)c2)C1 (stereo not drawn) | -8%[76.3 µM]
CCC(=O)Nc1ccccc1-c1nc2ccccc2n(C(C)C(=O)Nc2cccc(Cl)c2C)c1=O (stereo not drawn) | 15%[76.3 µM]
CN(C)N1C(N)=C(C#N)C(c2ccc(F)cc2)C2=C1CCCC2=O (stereo not drawn) | ?
CCOC(=O)CSc1nc2ccc(NC(=O)COc3ccccc3C)cc2s1 | 11%[76.3 µM]
CCc1ccc(-c2ccc(C(=O)Oc3ccc(Br)cc3)cc2)nc1 | 15%[76.3 µM]
Cn1c(=O)[nH]c(=O)c2c1[nH]c(=S)n2Cc1ccccc1 | -26%
CCc1ccccc1S(=O)(=O)Cc1ccc(C(=O)NC2CCCC2)o1 | 0%[76.3 µM]
COc1ccc(-c2nc(SCC(=O)Nc3ccc4c(c3)OCCO4)c(-c3ccccc3)[nH]2)cc1 | 5%[76.3 µM]
O=C(NCc1ccc2c(c1)OCO2)C(=O)NCC1OCCCN1S(=O)(=O)c1ccc(F)cc1 (stereo not drawn) | -8%[76.3 µM]
O=C(CC1C(=O)NCCN1Cc1ccccc1C(F)(F)F)NC1CCCCCC1 (stereo not drawn) | 6%[76.3 µM]
COc1ccccc1NC(=O)c1cc(C(=O)Nc2ccccc2OC)cc([N+](=O)[O-])c1 | 0%
COc1ccc(CC(=O)NC(C)CCc2ccccc2)cc1OC (stereo not drawn) | 1%
CCCn1cc(S(=O)(=O)c2ccccc2)c(=O)c2cc(OC)c(OC)cc21 | -6%[76.3 µM]
NCCCNC(=O)Cn1c(=O)c2c3c(sc2n(Cc2ccccc2)c1=O)CCCC3 | 8%
Cc1ccccc1NS(=O)(=O)c1nnc(NC(=O)c2ccccc2C)s1 | ?
O=C(c1cc(-c2ccc(O)cc2)on1)N1CCN(c2ccc(F)cc2)CC1 | 1%[76.3 µM]
CC(C)(C)C1CCc2c(sc3nnn(CCOc4ccccc4)c(=O)c23)C1 (stereo not drawn) | -7%[76.3 µM]
COc1cccc(NC(=O)Cn2c(=O)n(-c3ccccc3)c(=O)c3c4c(sc32)CCCC4)c1 | -3%[76.3 µM]
COCCNc1nnc(Cc2ccccc2)c(=O)[nH]1 | 2%
Fc1cc(F)c2ncc3c(-c4ccccc4)nn(-c4cccc(Cl)c4)c3c2c1 | 22%[76.3 µM]
CC(C)(C)OC(=O)N[C@@H](COCc1ccccc1)C(=O)N[C@@H](CO)[C@H](O)[C@@H]1C[C@@H]1C(=O)N1CCCC1 | 1%[76.3 µM]
COc1ccccc1CNC(=O)C1CCN(C(=O)c2sccc2-n2cccc2)CC1 | -1%[76.3 µM]
Cc1cccc(CC2CC(=O)N(c3ccc([N+](=O)[O-])cc3)C2=O)c1 (stereo not drawn) | -2%[76.3 µM]

Two compounds drawn at random from the list so far:
SMILES | GAA glycogen mod
CCC(=O)Nc1ccccc1-c1nc2ccccc2n(C(C)C(=O)Nc2cccc(Cl)c2C)c1=O (stereo not drawn) | 15%[76.3 µM]
COc1cccc(NC(=O)Cn2c(=O)n(-c3ccccc3)c(=O)c3c4c(sc32)CCCC4)c1 | -3%[76.3 µM]

Remaining list, next part:
SMILES | GAA glycogen mod
Cc1ccc(C)c(N2CCN(C(=O)NCc3noc4ccc(C)cc34)CC2)c1 | -17%[76.3 µM]
CCN(C(=O)CN1C(=O)c2ccc([N+](=O)[O-])cc2C1=O)C1CCCCC1 | 2%[76.3 µM]
Cc1ccc(C(=O)NC2CCCCC2)cc1S(=O)(=O)N1CCCC1 | 8%[76.3 µM]
Cc1ccc2c(c1)C(c1ccccc1)N(C(=O)c1ccc(S(=O)(=O)N3CCCC3)cc1)CC(=O)N2 (stereo not drawn) | 3%[76.3 µM]
O=C(NCCSc1c[nH]c2ccccc12)c1ccccc1Cl | -11%[76.3 µM]
O=C(c1ccccc1Cc1ccccc1)N1CCN(S(=O)(=O)c2ccccc2)CC1 | -19%[76.3 µM]
COCCNC(=O)CN(C(=O)CCC(=O)Nc1ccccn1)c1ccccc1OC | -4%[76.3 µM]
CCn1ncc(CN2CCC(Oc3ccc(C(=O)N4CCCC4)cc3)CC2)c1C | 0%[76.3 µM]
O=C(c1ccc2ccccc2n1)N1CCN(Cc2c(F)cccc2Cl)CC1 | -14%
CCOc1ccc(NC(=O)CN(c2ccc(Cl)cc2C)S(=O)(=O)c2ccccc2)cc1 | -16%[76.3 µM]
CSc1nsc(SCC(=O)Nc2ccccc2C(N)=O)n1 | 9%
COC(=O)c1c(-c2ccc(Cl)cc2)noc1N1CCN(c2ccccc2F)CC1 | 18%[76.3 µM]
Cn1ccnc1CN1CCN(C(=O)c2cc(COc3ccc(F)c(F)c3)on2)CC1 | -12%[76.3 µM]
CCCc1ccc(S(=O)(=O)N2CCN(Cc3ccco3)CC2)cc1 | 0%[76.3 µM]
COc1ccc(C(=O)O)cc1NCc1ccc(C)s1 | -1%[76.3 µM]
O=S(=O)(c1ccc(-c2n[nH]c(=S)o2)cc1)N1CCCCC1 | -1%
CC1CCN(Cc2nnnn2CCCC(=O)N(C)C(C)c2ccccn2)CC1 (stereo not drawn) | 1%[76.3 µM]
COc1ccc(CCNCC(O)COc2c(C)cccc2C)cc1OC (stereo not drawn) | -4%
COc1cccc(C2C(C(=O)Nc3ccccc3)=C(C)Nc3nc(-c4ccccc4)nn32)c1 (stereo not drawn) | -13%[76.3 µM]
COc1ccc(CC(C)Nc2ccccc2F)cc1 (stereo not drawn) | 0%[76.3 µM]
Cc1nnsc1C(=O)NC1CCCc2c1cnn2-c1ccc(F)cc1F (stereo not drawn) | -7%[76.3 µM]
Cc1ccc(S(=O)(=O)N2CCOCC2)cc1C(=O)N1CCCC1 | -4%
Cc1ccc2c(c1)c(=O)c1ccccc1n2CCCC(=O)Nc1ccc(C)c(C)c1 | -8%[76.3 µM]
Cc1nc(N)c(C#N)c(-c2ccc3c(c2)OCO3)c1C | -12%[76.3 µM]
COc1ccc(C(C)NC(=O)C23CC4CC(CC(C4)C2)C3)cc1OC (stereo not drawn) | 5%[76.3 µM]
Nc1ccccc1C(=O)N1CCC(O)(c2ccc(Cl)cc2)CC1 | -5%[76.3 µM]

A run of entries of the results above:
SMILES | GAA glycogen mod
COc1ccc(-n2c(SCC(=O)Nc3cc(C)cc(C)c3)nc3c(oc4ccccc43)c2=O)cc1 | 13%[76.3 µM]
COc1cccc(-c2cc(C(=O)Nc3cc(Cl)ccc3O)on2)c1 | -9%[76.3 µM]

Source: PubChem BioAssay (National Center for Advancing Translational Sciences (NCATS))

The list is partial; the hit share may differ from the screen's.
